OX1R antag-1 – blocks the human orexin 1 receptor. O43613. CHO/OX1R cells, Fluo-8 calcium fluorescence, orexin A. inhibition, % at 5 µM. 330,000 compounds, 0.43% hits. AID 434989;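 active means inhibition above its plate's threshold, mean inhibition of all tested compounds on the plate plus 3 SD, cut at about 37% in these data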;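 further: 0% = orexin A challenge wells and 100% = SB-334867-A antagonist wells; not every result past the cut was called active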
Target sequence (O43613 whole entry, looked up): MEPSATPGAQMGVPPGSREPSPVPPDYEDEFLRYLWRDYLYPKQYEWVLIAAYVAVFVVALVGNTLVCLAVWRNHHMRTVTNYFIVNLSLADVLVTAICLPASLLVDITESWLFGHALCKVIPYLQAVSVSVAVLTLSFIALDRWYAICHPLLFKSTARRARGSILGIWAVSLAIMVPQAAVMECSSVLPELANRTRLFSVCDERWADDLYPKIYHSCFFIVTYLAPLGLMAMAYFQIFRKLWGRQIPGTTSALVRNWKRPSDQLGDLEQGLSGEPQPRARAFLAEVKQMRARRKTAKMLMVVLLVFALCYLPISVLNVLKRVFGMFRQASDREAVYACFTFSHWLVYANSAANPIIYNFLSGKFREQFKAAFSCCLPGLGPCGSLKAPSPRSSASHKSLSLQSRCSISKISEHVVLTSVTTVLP
CHT allo act – allosteric activators of human choline transporter CHT; B-score at 10 µM; 310,000 compounds, 0.49% hits; CHT-expressing cells, membrane potential dye, choline EC20; stronger effect = higher value; LV-AA mutant CHT in HEK293 cells; Q9GZV3;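 active means initial fluorescence not abnormally high and integrated response B-score, plate-corrected, over 3 SD above library mean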
Target sequence (Q9GZV3 whole entry, looked up): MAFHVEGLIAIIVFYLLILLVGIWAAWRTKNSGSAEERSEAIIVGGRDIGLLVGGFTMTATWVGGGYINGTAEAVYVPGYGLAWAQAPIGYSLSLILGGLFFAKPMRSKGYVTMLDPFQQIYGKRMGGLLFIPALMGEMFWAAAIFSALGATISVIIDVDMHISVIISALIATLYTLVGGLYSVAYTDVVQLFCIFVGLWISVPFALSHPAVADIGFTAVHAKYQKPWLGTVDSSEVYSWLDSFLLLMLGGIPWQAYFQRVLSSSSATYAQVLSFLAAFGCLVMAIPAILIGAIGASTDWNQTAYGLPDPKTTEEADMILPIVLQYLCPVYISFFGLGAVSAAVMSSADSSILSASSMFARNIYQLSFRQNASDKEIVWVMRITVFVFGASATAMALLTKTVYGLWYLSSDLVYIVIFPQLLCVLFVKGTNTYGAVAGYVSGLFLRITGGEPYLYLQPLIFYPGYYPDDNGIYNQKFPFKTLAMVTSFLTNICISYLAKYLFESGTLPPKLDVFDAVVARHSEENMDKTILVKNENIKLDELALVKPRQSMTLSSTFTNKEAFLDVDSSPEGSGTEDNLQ
OX1R antag-2 – blocks the human orexin 1 receptor; O43613; OX1R-expressing cells, FRET antagonist read-out; inhibition, % at 6.6 µM; 330,000 compounds, 1.8% hits; AID 485270; in the data active means inhibition mostly above about 38%, no sharp cut-off; inactive means mostly below about 40%;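 further: 0% = agonist challenge alone and 100% = reference antagonist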
Active calls of the source: *; i = inactive; . = no result given. Outcome played no part in choosing rows; about 2.5% have a hit in one of these screens.

SMILES | OX1R antag-1 | CHT allo act | OX1R antag-2
COc1ccc(CN(C(=O)CN2C(=O)c3ccccc3S2(=O)=O)C(C(=O)NCC2CCCO2)c2ccco2)cc1 (centres undefined) | -35 | i | 13
O=[N+]([O-])/C(=C\Nc1ccccc1Cl)S(=O)(=O)c1ccccc1 | -10 | i | 19
O=C1NCCN1CCNS(=O)(=O)c1ccc2ccccc2c1 | -4 | i | 12
Cn1c(=O)c2c(nc(NCc3ccccc3)n2CCCc2ccccc2)n(C)c1=O | -30 | i | 35
Cc1cccc(C(=O)N[C@@H]2c3ccccc3C[C@@H]2O)n1 | -31 | i | 6
C/C(=N\NC(=O)c1cccc([N+](=O)[O-])c1)c1cccnc1 | -7 | i | 12
Cc1cc(N2CCN(C)CC2)nc2ccc(NC(=S)N3CCN(c4cccc(Cl)c4)CC3)cc12 | -26 | i | 15
CN(C(=O)CS(=O)(=O)c1cccc(Cl)c1)c1ccccc1 | -15 | i | 7
CCn1cc(/C=C/c2cc[n+](C)cc2)c2ccccc21 | -18 | i | 45*
Cc1nnc(NC(=O)CSc2ncn(-c3ccccc3)n2)s1 | -2 | i | 22
Cc1c(C(=O)N(Cc2ccccc2)C(C)C)oc2ccc(S(=O)(=O)N3CCOCC3)cc12 | -13 | i | 14
Cc1ccc(C(=O)NCC(c2ccco2)N2CCOCC2)cc1 (centres undefined) | -12 | i | 24
Cc1ccc(-c2nnc3n2N=C(c2ccccc2)CS3)cc1 | -12 | i | 10
CCOC(=O)N1N=C(c2ccccc2)CC1(O)C(F)(F)F (centres undefined) | -2 | i | 10
CCOC(=O)CSc1nnc(COc2cccc(C)c2)o1 | -17 | i | 9
CCCN1C(=O)/C(=C/c2cc(C)n(C)c2C)SC1=Nc1ccc(OC)cc1 | -51 | i | 34
CN1CCN(C(=O)c2ccc3ccccc3c2)CC1 | -12 | i | 11
CC1=C(C(=O)N2CCN(c3cc(C)ccc3C)CC2)C2(CCCCC2)OC1=O | -14 | i | 6
CCn1cc(/C=C(\NC(=O)c2ccc(OC)cc2)C(=O)N2CCOCC2)c2ccccc21 | -33 | i | 15
COc1ccc(N(CC(=O)Nc2ccccc2C(N)=O)S(=O)(=O)c2ccc(C)c([N+](=O)[O-])c2)cc1 | -10 | i | 14
CCNc1cc(N2CCOCC2)nc(SC)n1 | -1 | i | 5
CCOc1cc(Cl)c(S(=O)(=O)NCc2ccccn2)cc1Cl | 23 | i | 25
O=C(O)CCc1nn2cc(-c3ccccc3)nc2[nH]c1=O | -6 | i | 16
CCOCCCNC(=O)C1CCN(C(=O)Nc2ccc(C)cc2)CC1 | -10 | i | 8
CCN(CC)S(=O)(=O)c1ccc(N2CCCC2)c(NC(=O)C2=COCCO2)c1 | -16 | i | 0
CC(OC(=O)c1cc[n+]([O-])cc1)C(=O)Nc1ccc(C(N)=O)cc1 (centres undefined) | 0 | . | 2
c1nc(N2CCN(Cc3ccc4c(c3)OCO4)CC2)c2[nH]cnc2n1 | -4 | i | 10
CCCCN(C(=O)c1ccc(S(=O)(=O)N2CCCC2)cc1)C1CCS(=O)(=O)C1 (centres undefined) | -5 | i | 21
O=C(CN1C(=O)c2ccccc2C1=O)Nc1ccc(N2CCOCC2)cc1 | -7 | i | 6
COc1cc(OC)cc(C(=O)NCC(=O)N2CCN(Cc3ccccc3)CC2)c1 | -23 | . | 4
Cc1cc(Cl)ccc1OCc1nnc2n1CCCCC2 | -7 | i | 21
Cc1ccc(-c2[nH]c(-c3ccc(C(=O)O)cc3)nc2-c2ccccc2)cc1 | 2 | i | 37
Cc1cc(-c2nnc3n2CCCCC3)c(C)n1-c1ccccc1 | -15 | i | 14
COc1ccc(Cl)cc1NC(=O)COC(=O)CNC(=O)c1ccc([N+](=O)[O-])c(C)c1 | -13 | i | 9
COc1ccc(OC)c(-c2csc(-c3cccs3)n2)c1 | -43 | i | 20
Cc1ccccc1NC(=O)Nc1ccc2c(c1)OCO2 | 2 | i | 38

In the list so far, 2 contain a COOH group:
SMILES | OX1R antag-1 | CHT allo act | OX1R antag-2
O=C(O)CCc1nn2cc(-c3ccccc3)nc2[nH]c1=O | -6 | i | 16
Cc1ccc(-c2[nH]c(-c3ccc(C(=O)O)cc3)nc2-c2ccccc2)cc1 | 2 | i | 37

The list goes on:
SMILES | OX1R antag-1 | CHT allo act | OX1R antag-2
CCCn1c(=O)c(C(=O)Nc2ccccc2C)c(O)c2ccccc21 | -16 | i | 8
CCOc1ccccc1C(=O)NCC(=O)NCc1ccc(S(=O)(=O)N2CCOCC2)cc1 | -14 | . | 7
O=C(Nc1ccc(-c2csc(Nc3cccc(C(F)(F)F)c3)n2)cc1)c1cc([N+](=O)[O-])cc(C(F)(F)F)c1 | -16 | i | 19
COc1ccc2c(c1)c(=O)c(C(=O)c1ccccc1)cn2Cc1ccc(C)cc1 | -33 | i | 3
Cc1cc(NC(=O)c2ccc(N3C(=O)C4C5C=CC(C5)C4C3=O)cc2)no1 (centres undefined) | -13 | i | 10
Cc1cccc(CN2CCC(C(=O)Nc3cccc(-c4cscn4)c3)CC2)n1 | -18 | i | 2
COc1ccc(-c2nnc(SCC(=O)NNC(=O)c3ccc(C)cc3)o2)cc1 | -4 | i | 5
O=C(Nc1cccc(S(=O)(=O)NC2=NCCCCC2)c1)c1cc(-c2ccccc2)nc2ccccc12 | -25 | i | 0
COc1ccccc1N1CCN(C(=O)C(C)N(c2ccc(C)c(C)c2)S(C)(=O)=O)CC1 (centres undefined) | -10 | i | 25
Nc1cc(Cl)nc(N/N=C/c2ccc([N+](=O)[O-])cc2)n1 | -8 | i | 33
O=C(CN1CCCC1)Nc1c2c(nc3ccccc13)N(Cc1ccccc1)CC2 | -36 | i | 7
NC(=O)NC(Cc1ccccc1)C(=O)NNC(=O)COc1ccccc1Cl (centres undefined) | -2 | . | 6

Entries of single compounds, quoted from the list. Order of values: OX1R antag-1, CHT allo act, OX1R antag-2
Cc1ccc(C(=O)NCC(c2ccco2)N2CCOCC2)cc1 (centres undefined) is listed with -12, i, 24
Cc1cc(Cl)ccc1OCc1nnc2n1CCCCC2 is listed with -7, i, 21

Other entries.
SMILES | OX1R antag-1 | CHT allo act | OX1R antag-2
CCCc1ccc2oc(C(=O)N(C)Cc3ccn[nH]3)c(C)c2c1 | -16 | i | 5
CCc1ccc(NC(=S)N(CCCN2CCN(C)CC2)Cc2cccs2)cc1 | -36 | i | 13
CCOC(=O)c1ccc2[nH]c3c(c2c1)CN(C)CC3 | -1 | 6.8* | 9
CCOCCOc1cccc(C(=O)NC(c2ccccc2)c2ccccc2)c1 | -22 | i | -5
COc1ccc(CCNc2ccc(N3C(=O)CC(C)C3=O)cc2[N+](=O)[O-])cc1 (centres undefined) | -16 | i | 29
O=C(NCc1cccnc1)C1CC(c2ccccc2O)=NO1 (centres undefined) | -7 | i | 4
CC1CCc2nn(CC(=O)NCCCN3CCOCC3)cc2C1 (centres undefined) | 4 | i | 6
COc1ccccc1C(CNC(=O)c1cccc(S(=O)(=O)NCc2ccccc2)c1)N(C)C (centres undefined) | -21 | i | 18
COc1cc2c(cc1OC)CN(C(=O)c1oc3ccccc3c1C)CC2 | -42 | i | 1
CCCCCCOc1ccc(N2C(=O)CC(N(CCc3ccc(S(N)(=O)=O)cc3)C(C)=O)C2=O)cc1 (centres undefined) | -10 | i | 24
N#Cc1c(NC(=O)C2CC(Cl)=CCC2C(=O)O)sc2c1CCCCC2 (centres undefined) | -14 | i | 63
CC1(C)CC(=O)c2c(n(-c3cccc4ccccc34)ccc2=O)C1 | -13 | i | 3
O=S(=O)(c1ccc(NC(=S)NN=C(C2CC2)C2CC2)cc1)N1CCOCC1 | -18 | i | 13
Cc1ccccc1CNC(=O)C(=O)NCC1OCCCN1S(=O)(=O)c1ccc(F)cc1C (centres undefined) | -25 | i | 19
Cc1sc2ncnc(-n3cnc4ccccc43)c2c1C | -8 | i | -1
CCCOC(=O)c1ccc(Oc2c(-c3ccc(OC)cc3O)n[nH]c2C)cc1 | -20 | i | 5
O=C1CC(Cc2ccccc2)C(=O)N1c1ccc(Cl)cn1 (centres undefined) | -37 | i | 20
COc1cc(OC)cc(C(=O)NNC(=O)c2ccccc2Br)c1 | -5 | i | 14
COc1ccc2[nH]c3c(c2c1)CCN1C(=O)N([C@@H](C)C(=O)NC2CCCCC2C)C(=O)[C@]31C (some centres undefined) | -3 | i | 47*
CCN(C(=O)COC(=O)c1cc([N+](=O)[O-])ccc1N1CCOCC1)C1CCCCC1 | -32 | i | 41
CN(C)S(=O)(=O)n1cnc([C@@H]2[C@@H]3C(=O)OC[C@@H]3C[C@]23N=CN(Cc2ccccc2)C3=O)c1 | -18 | . | 6
CCOC(=O)CC1C(=O)NC2CCCCC2N1C(=O)Nc1ccc(Cl)cc1 (centres undefined) | 15 | i | 18
CC(C)CNC(=O)CSc1nnc(-c2cccc(S(=O)(=O)N3CCCCC3)c2)o1 | -27 | i | 12
Cc1ccc(C(=O)N/N=C\c2ccc(OC(=O)c3cccc(F)c3)cc2)cn1 | 3 | i | 6
COc1ccc(C(C(=O)NC2CCCC2)N(Cc2ccccc2)C(=O)c2snc(C(N)=O)c2N)cc1OC (centres undefined) | -23 | i | 18
CC(Sc1ccc(S(=O)(=O)N2CCOCC2)cn1)C(=O)Nc1ccc(Cl)cc1Cl (centres undefined) | -14 | . | 4
CCOC(=O)N1CCC(N(CCN(C)C)C(=S)Nc2ccc(Oc3ccccc3)cc2)CC1 | -3 | i | 6
CCN(c1nc(C)cc(OC)n1)S(=O)(=O)c1ccccc1 | -12 | i | 16
COC(=O)c1ccc(NC(=O)CCc2nnc3ccc(N4CCC5(CC4)OCCO5)nn23)cc1 | -9 | i | -3
CC(=O)Nc1ccc(Nc2ncnc(N)c2[N+](=O)[O-])cc1 | -11 | i | 37*
CC(Sc1ccccc1)C(=O)N1CCN(S(=O)(=O)c2ccccc2C(F)(F)F)CC1 (centres undefined) | -19 | i | 4
COC(=O)c1cn(C(=O)c2cc(OC)cc(OC)c2)c2ccccc12 | -13 | i | 12
O=C(N/N=C\c1cccnc1)c1ccc(Cl)cc1Cl | -5 | i | 13
CCc1nnc(NC(=O)CSc2nnc(Cc3ccccc3)n2-c2ccccc2)s1 | -34 | i | 10
Cc1ccccc1CC(=O)NCCN1CCOCC1 | -6 | i | 13
Cc1cccc(CCNC(=O)C2CCN(S(=O)(=O)c3c(C)nn(C)c3C)CC2)c1 | -23 | i | 12
O=C(O)c1cnc(-c2ccccc2)nc1Sc1ccccc1 | -28 | i | 51
Cn1cc(CNC(=O)C2CCCCC2)cn1 | -3 | i | 0
CCOc1cc(C(=O)NCC(C)CN(C)C)cc(OCC)c1OCC (centres undefined) | -14 | i | -4
CCOC(=O)c1nn(-c2ccc3ccccc3c2)cc1O | -23 | i | 27
CCCc1nnc(SCC(=O)O)n1/N=C/c1ccc2c(c1)OCO2 | -4 | i | 5
Cc1ccc(S(=O)(=O)N2CCC(C(=O)NC3CC(C)(C)NC(C)(C)C3)CC2)cc1 | -1 | i | 3
CCOc1ccc(NC(=S)N(CCCN2CCCC2)Cc2cccn2Cc2ccc(Cl)cc2)cc1 | -22 | i | 22
Fc1ccc2[nH]c3c(Cl)ncnc3c2c1 | -5 | i | 25
Cn1c(COc2ccc(Cl)cc2)nnc1SCC(=O)NC1CCCC1 | -4 | i | 15
CCOC(=O)c1ccc(NC(=O)Nc2ccn(C)n2)cc1 | -3 | i | 17
CC#CCN(CC#CC)S(=O)(=O)c1ccc(S(=O)(=O)N2CCOCC2)cc1 | 0 | i | 7
COCCSc1nnc(NC(=O)c2cc(OC)c(OC)cc2[N+](=O)[O-])s1 | -27 | i | 14

Retrieved by compound from the list above:
SMILES | OX1R antag-1 | CHT allo act | OX1R antag-2
COc1ccc(-c2nnc(SCC(=O)NNC(=O)c3ccc(C)cc3)o2)cc1 | -4 | i | 5
Cn1c(COc2ccc(Cl)cc2)nnc1SCC(=O)NC1CCCC1 | -4 | i | 15
O=C(O)CCc1nn2cc(-c3ccccc3)nc2[nH]c1=O | -6 | i | 16
CC(Sc1ccccc1)C(=O)N1CCN(S(=O)(=O)c2ccccc2C(F)(F)F)CC1 (centres undefined) | -19 | i | 4

Further records follow:
SMILES | OX1R antag-1 | CHT allo act | OX1R antag-2
O=C(COC(=O)CCc1nc2ccccc2s1)Nc1nc(-c2ccccc2)cs1 | -17 | i | 7
CCN1CCN(C(c2ccc(OC)cc2)c2nnnn2Cc2ccc3c(c2)OCO3)CC1 (centres undefined) | -29 | i | 3
Cc1cccc(N(C(=O)CCC(=O)Nc2cccnc2)C(C(=O)NC2CCCC2)c2ccncc2)c1 (centres undefined) | -8 | i | 8
CCC(=O)N(CC)Cc1cc(=O)[nH]c2ccccc12 | 0 | i | 6
CC(=O)c1ccc(N2CCN(C(=O)c3ccc4[nH]c(C)c(C)c4c3)CC2)cc1 | 10 | . | 8
COc1ccc2c(c1)-c1nc(/N=C/c3ccc(O)cc3)sc1CC2 | -9 | i | 21
O=C(Nc1ccc(N2CCOCC2)c(S(=O)(=O)Nc2cc(Cl)ccc2Cl)c1)c1cccnc1 | -25 | i | 19
CN(c1ccccc1)S(=O)(=O)c1cccc(NC(=O)CSc2ncn[nH]2)c1 | 23 | i | 29
CN(C)S(=O)(=O)N(CC(=O)N1CCN(Cc2ccccc2)CC1)c1ccccc1 | -16 | i | 7
Cc1ccc(S(=O)(=O)c2c(N)n(CCC(C)C)c3nc4ccccc4nc23)cc1 | -30 | i | 4
O=C(O)C1OC(C(=O)O)C2C1C(F)(F)C2(F)F (centres undefined) | 8 | i | -1
Cc1nc2c3ccccc3n(CC(=O)c3ccc(F)cc3)c(=O)n2n1 | -22 | i | -2
